ERG-DNA inh = ERG Ets/DNA interaction inhibition | P11308 | fluorescence polarization, His-ERG Ets domain / labelled DNA | Potency, µM (titrated, usually from 76.9 µM), for inactives: at the top dose FP activity, negative = inhibition, most hits filed as inhibitors | hit rate 0.028% among 370,000; active means well fitted inhibition curve with a large enough effect in the polarisation, with a control signal flat; inconclusive means small, poorly fitted or top-dose-only effect, or effect the other way, or a change in a side signal; inactive means no such curve, though single readings can be large or run the other way; the % refers to the polarisation;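 further: polarization taken with two DNA probes labelled with fluorescein and Texas red; potency means the concentration at half of the fitted maximal effect; % of control where 0% means no effect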
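His-tagged ERG Ets domain (1 uM in the protein solution; 300mM KCl, 50mM Tris-HCl, 1mM EDTA, 1mM DTT, pH 7.5) received compound, then a probe mix of 5 nM fluorescein-DNA and 100nM Texas-615-DNA. Fluorescence polarization was read for both dyes.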
HP1b binding inh = blocks HP1-beta chromodomain binding to methylated histone tails | P83916 | AlphaScreen HP1-beta / biotin-H3K9me3 peptide binding | Potency, µM (titrated, usually from 114 µM), inactives show at the top dose activity change, negative = inhibition, usual class: inhibitors | hit rate 0.56% among 390,000 | AID 540317; further: potency means the concentration at half of the fitted maximal effect; nearly all actives have a fitted effect of over 70% in size; inactives centre near 23
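Compound inhibition of the preformed complex between 50 nM HP1-beta and 50 nM biotinylated H3K9me3 peptide was read by AlphaScreen. Buffer was PBS pH 7.4 with 0.01% Tween-20. Incubations ran 30 min at room temperature, with 10 ug/mL donor/acceptor beads.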
RGS4 inhibitor = blocks human RGS4-accelerated GTP hydrolysis | Transcreener GDP fluorescence polarization, RGS4-accelerated GTP hydrolysis | Potency, µM (doses to about 114 µM), without a hit: at the highest dose activity change, negative = inhibition, actives largely listed as inhibitors | hit rate 0.039% among 390,000 | AID 504845; further: potency means the concentration at half of the fitted maximal effect; on the % scale 0 is the no-effect control and ±100 the full control effect; nearly all actives have a fitted effect of over 75% in size; some results filed as inactive show a strong effect at the top dose
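MLSMR compounds (23 nl, pin-transferred) preincubated 10 min at room temperature with a 500nM (2x) first reagent, then RGS4 at 900nM (2x) plus Transcreener GDP mix added; fluorescence polarization (620/688 nm) read before and after 90 min at 30 °C.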
PI4K2A inh = PI4K2A (human) kinase inhibition. Q9BTU6. purified PI4K2A, ADP-Glo luminescence, 1 h; hits give low values. activity change, negative = inhibition, % at 76.9 µM. hit rate 0.13% among 420,000. AID 1346378; in the data active means activity change below about -50%; inconclusive means mostly about -30% to -49%;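 further: -100% = wells without enzyme as full effect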
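ADP-Glo luminescence measured ADP generated by PI4K2A enzyme (4 ug/mL before mixing) with 1.2 mM PI substrate (pre-mix) and 300 microM ATP (pre-mix). Tris pH7.5 buffer with MgCl2, Triton X-100; 1 h reaction at ambient temperature.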
GLS inhibitor = glutaminase GLS (human) inhibition; hit rate 0.21% among 410,000; GLS enzymatic activity, qHTS titration; O94925; Potency, µM (highest dose often 45.5 µM), without a hit: at the top dose activity change, negative = inhibition, actives largely listed as inhibitors; further: potency means the concentration at half of the fitted maximal effect; on the % scale 0 is the no-effect control and ±100 the full control effect
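hKGA in 45 mM KH2PO4 pH 8.2, 0.02% Tween-20 with pin-transferred compounds; 1 mM L-glutamine (stock) plus glutamate oxidase/HRP/Amplex Red coupling added. Fluorescence read initially and after 30 min at RT.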
JMJD2A Tudor = blocks the human JMJD2A Tudor domain. O75164. AlphaScreen JMJD2A-Tudor / H3K4me3 peptide binding. Potency, µM (highest dose often 114 µM), for the others: top-dose activity change, negative = inhibition, actives largely listed as inhibitors. hit rate 4.4% among 390,000; further: potency means the concentration at half of the fitted maximal effect; on the % scale 0 is the no-effect control and ±100 the full control effect; nearly all actives have a fitted effect of over 50% in size
Target sequence (O75164 whole entry, looked up, the tested form may be a part): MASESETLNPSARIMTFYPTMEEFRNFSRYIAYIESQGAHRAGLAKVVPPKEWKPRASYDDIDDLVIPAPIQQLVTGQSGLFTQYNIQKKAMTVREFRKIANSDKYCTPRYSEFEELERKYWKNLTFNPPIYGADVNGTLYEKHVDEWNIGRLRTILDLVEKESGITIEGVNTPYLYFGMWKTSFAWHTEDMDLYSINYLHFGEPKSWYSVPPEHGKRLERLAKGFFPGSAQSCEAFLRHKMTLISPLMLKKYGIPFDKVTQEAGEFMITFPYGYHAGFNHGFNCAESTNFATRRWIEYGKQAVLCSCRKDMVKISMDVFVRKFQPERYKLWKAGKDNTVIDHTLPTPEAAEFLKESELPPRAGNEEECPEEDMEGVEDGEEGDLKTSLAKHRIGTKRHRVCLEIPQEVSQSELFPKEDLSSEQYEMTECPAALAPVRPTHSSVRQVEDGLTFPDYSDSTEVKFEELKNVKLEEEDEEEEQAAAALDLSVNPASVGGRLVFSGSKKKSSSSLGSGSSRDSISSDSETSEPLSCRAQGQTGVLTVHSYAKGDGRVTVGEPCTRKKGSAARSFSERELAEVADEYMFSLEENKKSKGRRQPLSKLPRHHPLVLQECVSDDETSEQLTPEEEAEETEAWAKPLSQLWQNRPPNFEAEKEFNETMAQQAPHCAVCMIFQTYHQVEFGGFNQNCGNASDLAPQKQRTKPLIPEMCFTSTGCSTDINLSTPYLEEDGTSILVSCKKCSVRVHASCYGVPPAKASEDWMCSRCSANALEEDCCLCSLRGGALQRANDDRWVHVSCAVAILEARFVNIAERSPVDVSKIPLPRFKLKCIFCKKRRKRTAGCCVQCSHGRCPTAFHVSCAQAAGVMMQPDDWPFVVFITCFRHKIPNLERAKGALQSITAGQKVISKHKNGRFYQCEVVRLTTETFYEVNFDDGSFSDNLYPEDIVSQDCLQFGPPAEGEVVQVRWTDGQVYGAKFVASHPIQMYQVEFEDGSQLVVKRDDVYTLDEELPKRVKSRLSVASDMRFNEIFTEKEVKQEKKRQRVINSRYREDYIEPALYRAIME
G9a inh = G9a (human) methyltransferase inhibition. G9a H3K9 monomethylation, AlphaScreen, 2 h. Potency, µM (highest dose often 102 µM), for inactives: at the highest dose activity, negative = inhibition, usual class: inhibitors. hit rate 8.8% among 350,000; further: potency means the concentration at half of the fitted maximal effect; on the % scale 0 is the no-effect control and ±100 the full control effect; nearly all actives have a fitted effect of over 75% in size
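Quantitative HTS format: methyltransferase activity on a biotin-tagged H3K9 peptide is measured by AlphaScreen, using a rabbit anti-monomethyl-H3K9 antibody with streptavidin donor and anti-IgG acceptor beads. Final levels are 20 nM enzyme, 500 nM peptide, 20 uM SAM; 2 h RT.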
BAZ2B block = inhibitors of human BAZ2B bromodomain. Q9UIF8. AlphaScreen BAZ2B-H3K14Ac peptide displacement. Potency, µM (doses to about 114 µM), without a hit: at the top dose activity change, negative = inhibition, usual class: inhibitors. hit rate 4.4% among 360,000; further: potency means the concentration at half of the fitted maximal effect; on the % scale 0 is the no-effect control and ±100 the full control effect; nearly all actives have a fitted effect of over 60% in size
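Compounds, titrated to a top concentration of 110 uM, were incubated 30 min at room temperature with preformed BAZ2B/acetyl-K14 H3 peptide complex (50 nM each). Proximity signal was measured by AlphaScreen after 20 min with beads.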
ALOX12 inh = blocks human arachidonate 12S-lipoxygenase | P18054 | purified 12hLO, xylenol orange hydroperoxide absorbance | Potency, µM (top dose mostly 108 µM), inactives show top-dose activity change, negative = inhibition, hits mostly inhibitors | hit rate 1.1% among 580,000 | AID 1671190; further: potency means the concentration at half of the fitted maximal effect; on the % scale 0 is the no-effect control and ±100 the full control effect
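Hydroperoxide product was detected by ferrous iron/xylenol orange as the 573 to 405 nm absorbance ratio. Arachidonic acid at 40 uM (final) was turned over for 30 min at room temperature by 150 nM human 12hLO, pH 7.0 Hepes buffer, after 15 min compound preincubation.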
* hit, by the source's call; ? = inconclusive; / = not tested or not shown; & = joins results of further samples; ! = repeats disagree; [ ] = another dose, or the depositor's remark. Unless noted, the call rests on the fitted dose curve; in most records, active means well fitted curve in the direction sought with a large enough effect; inconclusive means small, poorly fitted or top-dose-only effect, or another doubt; inactive means no such curve, though single readings can be large; an effect the other way counts as inactive or inconclusive. Not all compounds are listed, so the mix of outcomes need not match the whole.

| item | BAZ2B block | ALOX12 inh | GLS inhibitor | PI4K2A inh | JMJD2A Tudor | HP1b binding inh | G9a inh | ERG-DNA inh | RGS4 inhibitor | molecule |
| --- | --- | --- | --- | --- | --- | --- | --- | --- | --- | --- |
| 1 | 2% | -15% | -2% | 1&1 | -30% | 29% | 11µM*! | -17% | ? | CN(C)S(=O)(=O)c1ccc2c(c1)/C(=C/c1cc3c([nH]1)CCCC3)C(=O)N2 |
| 2 | -1% | 30%[activator] | -11% | -2 | -4% | 25% | 3% | 3% | 26% | CC(=O)N(CCS(=O)(=O)c1ccc(Cl)cc1)Cc1cccs1 |
| 3 | ? | 1% | 21% | -4 | -32% | -1% | -36%[59 µM] | / | 0% | O=C(COc1ccccc1F)NNC(=O)c1ccc(N2CCCCC2)c([N+](=O)[O-])c1 |
| 4 | 9% | -3% | -2% | -1 | -16% | 26% | 18%[2.33 µM] | -9% | -18% | Cc1ccc(S(=O)(=O)CCC(=O)OCC(=O)Nc2cc(F)ccc2C)cc1 |
| 5 | -8% | -7% | 14% | -1 | 25% | 66%[activator] | 6%[59 µM] | / | 28% | CCOC(=O)C(=CNc1cccc(C)c1C)C(=O)OCC |
| 6 | ? | ? | 10% | -22 | 89µM* | -1%[57 µM] | ? | -3% | 0% | COc1ccc(NC(=O)C2=C(C)Nc3ncnn3C2c2ccccn2)cc1 (stereo not drawn) |
| 7 | 1% | -29% | -6% | 1 | -20% | 13% | 13% | 9% | -9% | NCC12CC3CC(C1)CC(c1ccc(Br)cc1)(C3)C2 |
| 8 | / | -1% | 0% | -3 | -8% | 24% | -31% | 2% | 3% | CC1CC(C)CN(c2ncnc3c2cnn3C)C1 (stereo not drawn) |
| 9 | 1% | 2% | -9% | -2 | -4% | 46%[activator] | 12%[59 µM] | -5% | -11% | CCS(=O)(=O)NCc1cn2ccsc2n1 |
| 10 | / | ? | -2% | -2 | / | / | 11%[59 µM] | / | / | O=C(c1ccc(C(F)(F)F)cc1)N1CCC(=O)N([C@H](COCc2ccc(C(F)(F)F)cc2)Cc2ccccc2)CC1 |
| 11 | -3% | -4% | 0% | 3 | -14% | 30% | -14% | 14% | 24% | CC(=O)c1cccc(NC(=O)COc2ccc(S(=O)(=O)N3CCOCC3)cc2)c1 |
| 12 | 162%[activator] | 0% | 13% | 0 | 100%[activator] | 158% | 68%[activator][59 µM] | -2% | 26% | Clc1ccc(OCc2nnc(-c3ccccc3Br)o2)cc1 |
| 13 | / | 0% | -11% | 0 | -2% | 22% | / | 6% | 12% | CC(OC(=O)Nc1ccccc1)C(=O)OC1CCCCC1 (stereo not drawn) |
| 14 | -1% | -3% | 0% | 0 | -8% | 37% | -24% | 0% | 5% | CC(C)c1nnc(NC(=O)CSc2nc3ccccc3[nH]2)s1 |
| 15 | ? | 13µM* | ? | -5 | 10µM* | ? | -119% | -26% | -50% | CC(=C/c1ccccc1)/C=N/n1c(-c2ccncc2)n[nH]c1=S |
| 16 | 9% | -7% | 2% | -5 | -17% | 26% | -47% | -5% | 2% | CCSc1nnc(NC(=O)c2ccc(C)o2)s1 |
| 17 | 1% | -6% | -4% | -4 | -8% | 33% | -17%[59 µM] | 1% | -29% | Cc1ccc(-c2nc3scc(CCNS(=O)(=O)c4ccc(F)c(C)c4)n3n2)cc1 |
| 18 | -2% | 5% | -1% | -2 | -6% | 24% | / | 13% | -7% | O=C(NCCSc1c[nH]c2ccccc12)c1c(F)cccc1F |
| 19 | 0% | 9% | 14% | -10 | -13% | 11% | 0% | 7% | 14% | O=C(COC(=O)c1ccccc1)NCCC1=CCCCC1 |
| 20 | 0% | 0% | 0% | 2 | 40%[activator] | 52%[activator] | 97%[activator] | -4% | 6% | Cc1ccc(OCC(=O)NC2CCCCCC2)cc1C |

A second format for four compounds above.
(3) O=C(COc1ccccc1F)NNC(=O)c1ccc(N2CCCCC2)c([N+](=O)[O-])c1
(4) Cc1ccc(S(=O)(=O)CCC(=O)OCC(=O)Nc2cc(F)ccc2C)cc1
(5) CCOC(=O)C(=CNc1cccc(C)c1C)C(=O)OCC
(6) COc1ccc(NC(=O)C2=C(C)Nc3ncnn3C2c2ccccn2)cc1 (stereo not drawn)

| compound no. | 3 | 4 | 5 | 6 |
| --- | --- | --- | --- | --- |
| BAZ2B block | ? | 9% | -8% | ? |
| ALOX12 inh | 1% | -3% | -7% | ? |
| GLS inhibitor | 21% | -2% | 14% | 10% |
| PI4K2A inh | -4 | -1 | -1 | -22 |
| JMJD2A Tudor | -32% | -16% | 25% | 89µM* |
| HP1b binding inh | -1% | 26% | 66%[activator] | -1%[57 µM] |
| G9a inh | -36%[59 µM] | 18%[2.33 µM] | 6%[59 µM] | ? |
| ERG-DNA inh | / | -9% | / | -3% |
| RGS4 inhibitor | 0% | -18% | 28% | 0% |

(next part)
| item | BAZ2B block | ALOX12 inh | GLS inhibitor | PI4K2A inh | JMJD2A Tudor | HP1b binding inh | G9a inh | ERG-DNA inh | RGS4 inhibitor | molecule |
| --- | --- | --- | --- | --- | --- | --- | --- | --- | --- | --- |
| 21 | 2% | -15% | 11% | 0 | -12% | 35% | -4%[59 µM] | 4% | 8% | CC(=O)c1sc(NC(=O)c2c(-c3ccccc3)c(-c3ccccc3)nn(C)c2=O)nc1C |
| 22 | ? | 6%&-8% | -2%&-10% | 6&-3 | -17%&-14% | 11%&16% | -13% | 14%&-4% | 27%&21% | COc1cccc(N2CCN(S(=O)(=O)c3ccc(-c4cnc(C5CC5)o4)cc3)CC2)c1 |
| 23 | -6%&-10% | -1%&-11% | -3%&-8% | -2&-4 | -6%&-16% | 19%&49% | ? | 12%&0% | -28%&21% | COc1ccc(S(=O)(=O)NCC(c2ccco2)N2CCOCC2)cc1 (stereo not drawn) |
| 24 | -3% | 51%[activator] | -1% | -5 | 3% | 41%[activator] | 27% | 5% | -7% | CCOC(=O)Nc1sc(C(=O)N(C)C)c(C)c1C(=O)OCC |
| 25 | -5% | -12% | 4% | 1 | -17% | 18% | ? | 3% | 11% | COC(=O)c1ccc(N2CCOCC2)c(NC(=O)c2ccc(Br)o2)c1 |
| 26 | -18% | 24% | -1% | 0 | -16% | 25% | -3% | 8% | 12% | O=C(/C=C/c1cccs1)Nc1nccs1 |
| 27 | -16% | -8% | 3% | 3 | -14% | 12% | 13% | 1% | 1% | Cc1cc(C)c(C#N)c(SCC(=O)Nc2ccccc2C)n1 |
| 28 | ? | -1% | 10% | 1 | -27% | 19% | -2% | -6% | 8% | CCCNC(=O)c1ccccc1NC(=O)c1ccc2c(c1)NC(=O)C(C)S2 (stereo not drawn) |
| 29 | 13% | -1% | 1% | -2 | -5% | 35% | 19%[12.7 µM] | -2% | 8% | COC(=O)c1sccc1NC(=O)CSc1nnnn1-c1ccccc1C |
| 30 | -18% | -10% | -8% | 11 | -5% | 69%[activator] | 47% | 4% | -10%[56.9 µM] | COc1cccc(N2C(=NC(=O)COc3ccccc3)SC3CS(=O)(=O)CC32)c1 (stereo not drawn) |
| 31 | -1% | 0% | 1% | -5 | -1% | 27% | / | -4% | 5% | Nc1nc(Cl)nc2ncn(Cc3ccccc3)c12 |
| 32 | -5% | 5% | 1% | 0 | -20% | 30% | 16%[12.7 µM] | -12% | -8% | CCOc1ccc(NC(=O)CN(C)C(=O)C(C)N2C(=O)c3ccccc3C2=O)cc1OCC (stereo not drawn) |
| 33 | -6% | ? | 2% | 3 | -16% | 15%[57 µM] | 3%[59 µM] | 6% | 9% | CCn1ccc2cc(S(=O)(=O)N3CCC(C(=O)NCc4cccc(C)c4)CC3)ccc21 |
| 34 | / | 0% | 6% | 0 | -29% | -7% | 19% | 0% | -36% | O=C(COC(=O)c1ccc(Cl)nc1)NCCC1=CCCCC1 |
| 35 | 10% | 0% | -16% | -22 | 25%[11.4 µM] | -9% | -50% | -2% | 10%[11.4 µM] | C1CCC(c2nn3c(-c4n[nH]c5c4CCC5)nnc3s2)CC1 |
| 36 | -8% | ? | 11% | -7 | -1%[11.4 µM] | 43% | ? | -7% | -6% | CCS(=O)(=O)N1CCN(C(=O)c2ccccc2[N+](=O)[O-])CC1 |
| 37 | 5% | 0% | 17% | 0 | -2% | 12% | 7%[59 µM] | -4% | -22% | CCCOc1c(Br)cc(/C=N/O)cc1OC |
| 38 | -6% | ? | 9% | -3 | -17% | 33% | -7%[2.33 µM] | 4% | 15% | O=C(Cc1cccc(NC(=O)C2CCN(C(=O)c3ccccc3)CC2)c1)Nc1cccc(C(=O)N2CCCC2)c1 |
| 39 | 8% | ? | 0% | -13 | 0% | 11% | 13% | -10% | 13% | O=C(Nc1cccc(Cl)c1)c1ccc2c(c1)OCCO2 |
| 40 | -3% | / | 19% | -4 | 7% | 37% | 13%[12.7 µM] | 2% | -15% | COc1ccc(C2C(C#N)=C(C)NC3=C2C(=O)CC(C)(C)C3)c(OC)c1 (stereo not drawn) |
| 41 | -8%[57.1 µM] | -1% | -1% | 11 | -3% | 16% | 30%[0.501 µM] | -9% | -38% | COc1cc(-c2nc3c(c(C)nn3-c3ccccc3)c3cc(OC)c(OC)cc23)ccc1O |
| 42 | / | -3% | -10% | 3 | -22% | 8% | / | 13% | 1% | COc1cc(NS(=O)(=O)c2cc(C(=O)NCCc3ccccn3)ccc2OC)cc(OC)c1 |

Screening data: PubChem, National Center for Advancing Translational Sciences (NCATS)
